Assay outcomes: PubChem, NCI
All columns: NCI-60 one-dose screen, growth in % after 48 h at 10 µM unless noted; 100 = growth as untreated, 0 = no growth, -100 = all killed.
U251: U251 CNS tumor cells. AID 1794753. 80,000 compounds, 5.4% hits
OVCAR-3: OVCAR-3 ovarian cancer; 79,000 compounds, 7% hits; AID 1794787
OVCAR-8: OVCAR-8 ovarian cancer. AID 1794782. 81,000 compounds, 4.4% hits
SNB-19: SNB-19 CNS cancer cells | AID 1794751 | 81,000 compounds, 2.5% hits
SF-295: SF-295 CNS cancer cells | 79,000 compounds, 5.6% hits
SF-268: SF-268 CNS cancer cells; 82,000 compounds, 3.1% hits
PC-3: PC-3 prostate cancer cells; 80,000 compounds, 3.9% hits; AID 1794754
SF-539: SF-539 CNS cancer; 81,000 compounds, 6.8% hits; AID 1794752
DU-145: DU-145 prostate cancer; 81,000 compounds, 4.2% hits
An asterisk follows results filed as active; . = not tested or not shown; & = joins results of further samples. Rule for the calls: active = growth percent below 10; inactive = the rest.

No.	SMILES	U251	OVCAR-3	OVCAR-8	SNB-19	SF-295	SF-268	PC-3	SF-539	DU-145
1	N#CSCC1CC(O)(c2ccccc2)C(c2ccccc2)C(c2ccc(F)cc2)O1 (configuration not stated)	32	-84*	45	77	53	30	16	41	-4.2*
2	Cc1cc2nc3c4cc(C=O)ccc4n(CCN(C)C)c3nc2cc1C	17	23	18	28	17	37	16	21	0.1*
3	CC(=O)Oc1cc(C)c(OC(C)=O)c2ccccc12	102	84	89	101	102	94	69	90	110
4	O=C1C2CC(O)Cc3ccccc3N2C(=O)CN1CCO (configuration not stated)	95	105	101	98	95	98	99	98	106
5	O=S(=O)(NCCNc1nccc(-c2c(-c3cccc(O)c3)nc3sccn23)n1)c1ccc(F)cc1	79	87	68	111	.	73	66	97	79
6	Cc1ccc(S(=O)(=O)N/N=C2\CC3CC2C2CCCC32)cc1 (configuration not stated)	.	121	98	92	99	116	91	113	133
7	O=C(/C=C/c1ccccc1F)c1c(O)c2ccccc2oc1=O	101	116	99	94	105	93	97	109	92
8	CC12CCC(C(N)C1=O)C2(C)C (configuration not stated)	98&108	117&121	108&108	101&91	121&118	105&115	102&94	112	111&112
9	S=c1[nH]c2ccccc2n1CCc1ccncc1	102	98	103	104	125	100	97	102	112
10	COc1nc2ccccc2cc1/C=[N+](\[O-])c1ccccc1	56	86	37	82	93	65	60	34	102
11	CNC1=C([N+](=O)[O-])C(c2cc3cc(OC)ccc3nc2Cl)C(C#N)=C(c2cccs2)O1 (configuration not stated)	96	100	95	101	97	91	94	96	103
12	COc1ccc(/C=C2/SC(=Nc3c(C)nn(-c4ccccc4)c3N)NC2=O)cc1	40	-29*	70	51	8.1*	59	29	24	44
13	NS(=O)(=O)c1cccc(Nc2nc(SCC(=O)c3ccccc3)nc3c2CCCC3)c1	99	.	100	98	103	101	96	97	107
14	CN(C)CCn1c(=O)c2ccccc2n2nc3ccccc3c12	89	99	79	78	75	99	99	88	101
15	CCc1cccc(C)c1NC(=O)c1sc2nc3c(cc2c1N)CCCCC3	24	4.0*	29	27	27	57	35	11	13
16	Nc1cc2ccccc2c(=O)n1NC(=O)c1ccccc1	106	71	104	94	91	96	92	94	104
17	COc1ccc(OC)c(NCc2ccccc2)c1	100	99	98	96	101	86	97	99	105
18	COc1ccc2nc3cc(Cl)ccc3c(N3CCN(c4ccnc(N5CCCC5)n4)CC3)c2c1	106	105	98	109	99	98	96	.	102
19	O=C(O)c1ccccc1C(=O)Nc1ccccc1C(F)(F)F	98	106	103	97	81	108	100	96	112
20	CC1CN(c2c(F)c(N)c3c(=O)c(C(=O)O)cn(C4CC4)c3c2F)C[C@H](C)N1 (some centres not stated)	100	111	95	101	.	100	94	111	113
21	CC(=O)c1sc(-c2cccc(C(F)(F)F)c2)cc1O	94	101	95	98	95	96	95	97	105
22	O=C(Nc1ccc(S(=O)(=O)O)cc1)c1ccco1	107	110	103	107	101	105	103	.	121
23	COc1cc2cc(c1Cl)N(C)C(=O)C[C@H](OC(=O)[C@H](C)N(C)C(=O)CCS)C[C@]1(C)O[C@H]1[C@H](C)[C@@H]1C[C@@](O)(NC(=O)O1)[C@H](OC)/C=C/C=C(\C)C2	10	-5.0*	14	34	4.0*	37	22	-17*	2.2*
24	N#Cc1cnc(=S)n(-c2cc(C(F)(F)F)cc(C(F)(F)F)c2)c1N	98	102	107	108	93	107	94	110	108
25	CCN(CC)C(CC(=O)c1ccccc1)C(=O)c1ccccc1 (configuration not stated)	94	92	97	98	103	98	101	101	100
26	CCOC(=O)/C(C#N)=C/c1ccc(O)cc1	103	122	106	107	106	111	.	96	112
27	CCNC(=O)C1CCCN1C(=O)C(CCCN=C(N)N)NC(=O)C(CC(C)C)NC(=O)C(CC(C)C)NC(=O)C(Cc1ccc(O)cc1)NC(=O)C(CO)NC(=O)C(Cc1c[nH]c2ccccc12)NC(=O)C(Cc1cnc[nH]1)NC(=O)C1CCC(=O)N1 (configuration not stated)	95	125	96	102	122	100	82	96	135
28	CCC(C)[C@@H]1NC(=O)[C@H](C(C)C)NC(=O)/C(C)=C/C(C)CC(C)CC(C)CC(C)CCC(C)OC1=O (some centres not stated)	75	.	95	95	90	89	69	112	37
29	Nc1ccc(CC[C@H]2CCC/C=C/[C@@H]3C[C@H](O)C[C@H]3[C@H](O)/C=C/C(=O)O2)cc1	16	-13*	2.6*	29	13	10	13	25	16
30	CC1(C)CC[C@]2(C(=O)N3CCOCC3)CC[C@]3(C)C(=CC[C@@H]4[C@@]5(C)CC[C@H](OC(=O)c6cccnc6)C(C)(C)[C@@H]5CC[C@]43C)[C@@H]2C1	53	53	77	67	51	71	39	71	61

Arranged by SMILES length (largest number first): part of the list above
No.	SMILES	U251	OVCAR-3	OVCAR-8	SNB-19	SF-295	SF-268	PC-3	SF-539	DU-145
27	CCNC(=O)C1CCCN1C(=O)C(CCCN=C(N)N)NC(=O)C(CC(C)C)NC(=O)C(CC(C)C)NC(=O)C(Cc1ccc(O)cc1)NC(=O)C(CO)NC(=O)C(Cc1c[nH]c2ccccc12)NC(=O)C(Cc1cnc[nH]1)NC(=O)C1CCC(=O)N1 (configuration not stated)	95	125	96	102	122	100	82	96	135
23	COc1cc2cc(c1Cl)N(C)C(=O)C[C@H](OC(=O)[C@H](C)N(C)C(=O)CCS)C[C@]1(C)O[C@H]1[C@H](C)[C@@H]1C[C@@](O)(NC(=O)O1)[C@H](OC)/C=C/C=C(\C)C2	10	-5.0*	14	34	4.0*	37	22	-17*	2.2*
30	CC1(C)CC[C@]2(C(=O)N3CCOCC3)CC[C@]3(C)C(=CC[C@@H]4[C@@]5(C)CC[C@H](OC(=O)c6cccnc6)C(C)(C)[C@@H]5CC[C@]43C)[C@@H]2C1	53	53	77	67	51	71	39	71	61
28	CCC(C)[C@@H]1NC(=O)[C@H](C(C)C)NC(=O)/C(C)=C/C(C)CC(C)CC(C)CC(C)CCC(C)OC1=O (some centres not stated)	75	.	95	95	90	89	69	112	37
29	Nc1ccc(CC[C@H]2CCC/C=C/[C@@H]3C[C@H](O)C[C@H]3[C@H](O)/C=C/C(=O)O2)cc1	16	-13*	2.6*	29	13	10	13	25	16
11	CNC1=C([N+](=O)[O-])C(c2cc3cc(OC)ccc3nc2Cl)C(C#N)=C(c2cccs2)O1 (configuration not stated)	96	100	95	101	97	91	94	96	103
20	CC1CN(c2c(F)c(N)c3c(=O)c(C(=O)O)cn(C4CC4)c3c2F)C[C@H](C)N1 (some centres not stated)	100	111	95	101	.	100	94	111	113
18	COc1ccc2nc3cc(Cl)ccc3c(N3CCN(c4ccnc(N5CCCC5)n4)CC3)c2c1	106	105	98	109	99	98	96	.	102
13	NS(=O)(=O)c1cccc(Nc2nc(SCC(=O)c3ccccc3)nc3c2CCCC3)c1	99	.	100	98	103	101	96	97	107
24	N#Cc1cnc(=S)n(-c2cc(C(F)(F)F)cc(C(F)(F)F)c2)c1N	98	102	107	108	93	107	94	110	108
15	CCc1cccc(C)c1NC(=O)c1sc2nc3c(cc2c1N)CCCCC3	24	4.0*	29	27	27	57	35	11	13
25	CCN(CC)C(CC(=O)c1ccccc1)C(=O)c1ccccc1 (configuration not stated)	94	92	97	98	103	98	101	101	100
19	O=C(O)c1ccccc1C(=O)Nc1ccccc1C(F)(F)F	98	106	103	97	81	108	100	96	112
21	CC(=O)c1sc(-c2cccc(C(F)(F)F)c2)cc1O	94	101	95	98	95	96	95	97	105
16	Nc1cc2ccccc2c(=O)n1NC(=O)c1ccccc1	106	71	104	94	91	96	92	94	104
26	CCOC(=O)/C(C#N)=C/c1ccc(O)cc1	103	122	106	107	106	111	.	96	112
17	COc1ccc(OC)c(NCc2ccccc2)c1	100	99	98	96	101	86	97	99	105

(more compounds)
No.	SMILES	U251	OVCAR-3	OVCAR-8	SNB-19	SF-295	SF-268	PC-3	SF-539	DU-145
31	O=C(O)c1cn(C2CC2)c2cc(N3CCN(Cn4nc(-c5ccc6ccccc6c5)n(-c5ccccc5)c4=S)CC3)c(F)cc2c1=O	100	111	103	100	89	99	94	94	111
32	O=C(Cc1ccc(CNC(=O)c2ccccc2)cc1)NO	84	100	90	98	100	108	90	.	103
33	CC(C)(C#N)N1CCN(c2ccccc2Cl)CC1	102	101	94	118	97	101	102	97	105
34	COc1ccc(-n2ncc3c4nc(OC)c(S(=O)(=O)c5ccccc5)cc4ccc32)cc1	.	77	53	65	84	51	79	31	73
35	CCOC(=O)CNP(=O)(OC[C@H](Cc1ccccc1)NC(=O)c1cc2ccccc2s1)Oc1ccccc1 (some centres not stated)	91	105	106	91	97	108	100	102	93
36	O=C(CS(=O)(=O)c1ccccc1)c1cc2cc(Br)ccc2o1	90	103	98	96	97	94	90	95	108
37	O=C(NC1CCCCC1)c1ccc(Cl)cc1	99	102	105	101	105	97	102	104	103
38	O=C(CCCCCCn1cc(-c2ccc(O[C@H]3OC(CO)[C@@H](O)C(O)[C@H]3O)cc2)nn1)NO (some centres not stated)	106	103	99	88	100	100	88	92	107
39	CC(=O)C1=NN(c2ccc(Cl)cc2)C(=O)CN1C	98	123	102	103	96	108	98	98	107
40	CCCN1CCC(=O)NC1=S	105&112	117&115	105&98	110&101	116&96	105&101	94	104&103	116&133
41	COC(=O)/C(C#N)=C1/CCC(NC(=O)Cc2ccc(Cl)cc2Cl)N1C (configuration not stated)	108	106	.	94	97	99	90	98	109
42	CN(C)c1ccc(/C=C/C(=O)c2ccc(NC(=O)CN3C(=O)NC(C)(c4ccccc4)C3=O)cc2)cc1 (configuration not stated)	46	62	67	70	55	58	43	55	75
43	Cc1ccc(C#CC(C)(O)C(C)(C)C)cn1 (configuration not stated)	104	129	99	105	105	123	102	106	124
44	C#C[C@]1(O)CC[C@H]2[C@@H]3CC=C4c5sc(N(C)c6ccccc6)nc5CC[C@]4(C)[C@H]3CC[C@@]21C	61	.	82	91	69	88	59	49	95
45	Nc1nccc2c1ccn2-c1cccc(NC(=O)c2cccc(C(F)(F)F)c2)c1	102	117	98	112	88	117	93	99	123
46	Cc1nc(C)c(CSC2N=C(c3ccccc3)c3cnn(-c4ccccc4)c3N2)nc1C (configuration not stated)	101	103	100	96	87	87	77	100	105
47	Cc1cc(C(=O)CC(=O)C(F)(F)C(F)(F)C(F)(F)F)c(C)s1	106	111	100	97	98	110	92	107	107
48	O=C(CSc1nnc(-c2ccc(Cl)c(Cl)c2)n1-c1ccccc1)Nc1ccc(C(=O)/C=C/c2ccc(Cl)cc2)cc1	84	96	88	94	98	92	62	98	98
49	COc1ccc(C2C(C#N)=C(N)Oc3c2c(N)nn3-c2ccccc2)cc1 (configuration not stated)	95	105	97	93	94	96	89	93	105
50	Cn1c(SCc2ccccc2)nccc1=O	105	130	109	97	103	112	108	96	125
51	CC(C)OC(=O)c1ccc2n1CCCc1cnc(N)nc1-2	102	115	105	107	103	98	105	96	108
52	CCOC(=O)/C(O)=C(\C#N)c1ccc(C(C)C)cc1	100	120	105	.	99	103	92	106	112
53	O=C1Nc2ccc(Cl)cc2/C1=C/c1ccc(OCc2ccc(Cl)cc2)cc1	89	.	102	102	104	93	97	102	104
54	CC1(c2ccccc2)NC(=O)N(CC(=O)Nc2ccc(C(=O)/C=C/C=C/c3ccccc3)cc2)C1=O (configuration not stated)	15	47	45	62	5.1*	57	36	21	61
55	CCCCCCCCCCCCC(NC(C)=O)(C(=O)OCC)C(=O)OCC	72	83	92	80	79	91	.	99	108
56	COc1ccc(/C=C(/C(C)=O)C(=O)c2ccccc2)cc1	.	.	93	92	.	102	85	101	103
57	COc1ccc(C2CC(c3ccc4c(c3)OCO4)=Nc3c(N)nc(N)nc3N2)cc1 (configuration not stated)	93	78	98	78	89	92	86	77	110
58	CCOC(=O)CC1CSC(N/N=C/c2ccc(-n3cccn3)cc2)=N1 (configuration not stated)	97	110	98	99	107	103	100	107	108
59	COc1cc(-c2c(C#N)c(-c3ccco3)nc3c2c(-c2ccccc2)nn3-c2ccccc2)ccc1O	85	96	86	88	94	76	59	87	95
60	Cc1ccc(CSc2oc(-c3ccccc3)nc2S(=O)(=O)c2ccccc2)cc1	87	103	93	99	88	91	71	107	101

Three compounds already listed, ordered by number of heavy atoms, descending.
No.	SMILES	U251	OVCAR-3	OVCAR-8	SNB-19	SF-295	SF-268	PC-3	SF-539	DU-145
48	O=C(CSc1nnc(-c2ccc(Cl)c(Cl)c2)n1-c1ccccc1)Nc1ccc(C(=O)/C=C/c2ccc(Cl)cc2)cc1	84	96	88	94	98	92	62	98	98
59	COc1cc(-c2c(C#N)c(-c3ccco3)nc3c2c(-c2ccccc2)nn3-c2ccccc2)ccc1O	85	96	86	88	94	76	59	87	95
54	CC1(c2ccccc2)NC(=O)N(CC(=O)Nc2ccc(C(=O)/C=C/C=C/c3ccccc3)cc2)C1=O (configuration not stated)	15	47	45	62	5.1*	57	36	21	61

(listing goes on)
No.	SMILES	U251	OVCAR-3	OVCAR-8	SNB-19	SF-295	SF-268	PC-3	SF-539	DU-145
61	COc1ccc(F)cc1-c1cnc2nonc2n1	104	96	99	100	106	108	94	102	113
62	CCCCCCOC(=O)C[C@H]1C[C@H](C(=O)OCCCCCC)C1(C)C	99	107	103	109	.	108	113	103	110
63	CCCCC/C(C)=N\NC(N)=O	105	116	106	93	92	100	102	97	111
64	COCc1cnccc1NC1CCCCCC1	103	102	96	104	101	101	98	101	108
65	CCn1c(/C(C#N)=C/c2c(Cl)cncc2Cl)nc2ccccc21	84	69	75	.	77	74	77	102	74
66	O=C(CSc1nnc(-c2ccc(Cl)cc2)n1-c1ccccc1)Nc1ccccc1F	71	114	43	77	69	60	89	30	95
67	CN(Cc1ccccc1)c1nc(Cl)c(C2CC(c3ccc(Cl)cc3)=NN2c2cc(Cl)cc(Cl)c2)s1 (configuration not stated)	109	109	106	108	95	100	93	106	109
